4MU fluor – compounds fluorescent in 4-MU spectral region; compound autofluorescence, 340/450 nm, 4-MU equivalents; active compounds read high; actives 11% (n = 59,000); AID 589; max dye-equivalent concentration, M; in the data active = max dye-equivalent concentration above about 10 nM; inconclusive = mostly about 1.1 nM to 9.6 nM
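Compounds in 100 mM Tris, pH 8.0, incubated 15 min at room temperature, then fluorescence read at 340 nm excitation/450 nm emission. Signal converted to 4-MU dye-equivalent concentration using an on-plate six-point 4-MU standard curve.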
USP2a inhib – USP2a (human) protease inhibition; Potency, µM (series often up to 38.3 µM), for inactives: at the highest dose activity change, negative = inhibition, hits mostly inhibitors; actives 0.1% (n = 60,000); USP2a enzymatic assay, qHTS inhibition; O75604; AID 927;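 note: potency is the fitted concentration of half-maximal effect; nearly all actives have a fitted effect of over 60% in size; plate controls were DMSO for no effect and NEM full inhibition control for full effect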
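Inhibition is measured in a cell-free coupled assay with 20 nM USP2 core, 20 nM Ub-PLA2 and 20 uM NBD C6-HPC, 2.5 h incubation. Activity normalized to NEM control.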
Fluorescein fluor – compound autofluorescence in fluorescein spectral region | Compound autofluorescence, 480/540 nm, fluorescein-equivalent; active compounds read high | AID 593 | max fluorescein-equivalent concentration, M | actives 0.91% (n = 59,000); in the data active = max fluorescein-equivalent concentration above about 10 nM; inconclusive = between about 1.1 nM and that limit
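Fluorescein stocks ranging 3 mM down to 300 nM, plus DMSO blanks, were pinned alongside compounds to build a per-plate standard curve. Buffer: 100 mM Tris, pH 8.0. Incubation 15 min, room temperature; filters 480/540 nm.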
Epigenetic mod – epigenetic GFP locus derepression in mouse cells; mouse C127i GFP locus derepression, cytometry, 30 h; Potency, µM (titrated, usually from 46.1 µM), inactives show at the top dose GFP derepression (activation); actives 0.09% (n = 68,000); AID 597; note: % of control where 0% means no effect
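Murine C127i mammary cells carrying a silenced, stably integrated CMV-driven GFP reporter were treated with compound for 30 hours at 37 C. After PBS washes, GFP-positive cells were counted by laser-scanning microplate cytometry.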
A350 autofl – compound fluoresces in the Alexa 350 spectral region; Compound autofluorescence, 340/450 nm, Alexa 350 dye-equivalents; active compounds read high; max dye-equivalent concentration, M; actives 11% (n = 59,000); AID 590; in the data active = max dye-equivalent concentration above about 10 nM; inconclusive = mostly about 1.1 nM to 9.6 nM
Casp1 inh – blocks human caspase-1 allosterically or competitively | AID 900 | P29466 | Caspase-1 enzyme, Ac-WEHD-AFC fluorogenic rate | Potency, µM (doses to about 57.5 µM), inactives show at the top dose activity change, negative = inhibition, most hits filed as inhibitors | actives 0.03% (n = 75,000);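 note: potency is the fitted concentration of half-maximal effect; plate controls were vehicle for no effect and no substrate for full effect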
BRCT inh green – blocks human BRCA1 BRCT binding to phosphopeptide, green readout. P38398. BRCA1 BRCT-phosphopeptide binding, green fluorescence polarization. Potency, µM (series often up to 76.9 µM), for the others: top-dose activity change, negative = inhibition, usual class: inhibitors. actives 0.05% (n = 75,000);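 note: potency is the fitted concentration of half-maximal effect; plate controls were peptide without protein for full effect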
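Compounds were incubated for 12 min at room temperature with a complex of 100 nM fluorescein-tagged pBACH1 decapeptide and 250 nM His-tagged BRCT protein. Buffer was phosphate pH 7.3 with EDTA, DTT and Tween 20. Disruption of binding lowers the polarization signal.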
BRCT PPI red – inhibitors of human BRCA1 BRCT-phosphoprotein interaction (red fluorophore); actives 0.03% (n = 75,000); AID 892; Potency, µM (titrated, usually from 76.9 µM), for the others: at the highest dose activity change, negative = inhibition, actives largely listed as inhibitors; BRCT-phosphopeptide binding, red fluorescence polarization; note: % is set by controls: 0 for no effect and ±100 for the full control effect
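Fluorescence polarization: 100 nM His-tagged BRCA1 BRCT with 100 nM TAMRA-labelled phospho-BACH1 decapeptide, phosphate buffer pH 7.3 with 150 mM NaCl, DTT, 0.01% Tween 20; 12 min RT. Binding inhibition seen as FP decrease.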
UbGFP stabilizer – inhibits proteasome, raising ubiquitin-GFP reporter fluorescence. Ubiquitin-GFP reporter cells, proteasome inhibition, GFP fluorescence; response scale: untreated = 0%, 10 µM MG-132 = 100%. AID 526. Potency, µM (top dose mostly 45.9 µM), for inactives: at the highest dose activation (GFP accumulation), usual class: activators. 67,000 tested, under 10 active; active = well fitted activation curve with a large enough effect, not every such curve was filed as active; inconclusive = small, poorly fitted or top-dose-only effect, or another doubt; inactive = no such curve, though single readings can be large or run the other way; note: potency is the fitted concentration of half-maximal effect
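U2OS Ub(G76V)-GFP reporter; O/N plating, 0.5% FBS; cpd 46 uM–2.9 nM, 4 h, 37 °C; GFP+ cell count, 488/515 nm; norm. to basal vs 10 uM MG-132; CRC fit.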
Casp7 inh – allosteric or competitive inhibitors of human caspase-7; P55210; recombinant caspase-7, Ac-DEVD-AFC fluorescence rate; Potency, µM (highest dose often 57.5 µM), for the others: at the top dose activity change, negative = inhibition, hits mostly inhibitors; actives 0.02% (n = 75,000); AID 889; active = well fitted inhibition curve with a large enough effect in the main read-out, with a control signal flat, not every such curve was filed as active; inconclusive = small, poorly fitted or top-dose-only effect, or a change in a side signal; note: potency is the fitted concentration of half-maximal effect; % of control where 0% means no effect
HEK293 cAMP cs – raises cAMP in parental HEK293 cells, TSHR agonist counter-screen; parental HEK293 CNG cAMP sensor, membrane potential fluorescence; Potency, µM (doses to about 57.1 µM), for the others: at the highest dose activation, actives largely listed as activators; actives 2.5% (n = 73,000); AID 938; note: potency is the fitted concentration of half-maximal effect; % of control where 0% means no effect; nearly all actives have a fitted effect of over 55% in size
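Parental HEK 293 cells stably expressing a modified CNG channel (no TSHR) report cAMP rise as membrane depolarization. Membrane potential dye with 100 uM RO 20-1724 was loaded for 60 min at room temperature, then compound added for 30 min; fluorescence read at 590 nm.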
Starred values were filed as active, the others as inactive; i = inactive; ? = inconclusive; nt = no result given; ! = repeats disagree; [ ] = remark or other dose. Unless noted, calls come from the whole dose curve; as a rule, active = well fitted curve in the direction sought with a large enough effect; inconclusive = small, poorly fitted or top-dose-only effect, or another doubt; inactive = no such curve, though single readings can be large; an effect the other way counts as inactive or inconclusive. The list is partial; count on the stated rates, not on these rows.

SMILES | 4MU fluor | USP2a inhib | Fluorescein fluor | Epigenetic mod | A350 autofl | Casp1 inh | BRCT inh green | BRCT PPI red | UbGFP stabilizer | Casp7 inh | HEK293 cAMP cs
Cn1c(CCNC(=O)c2ccco2)nc2cc(NC(=O)c3ccco3)ccc21 | i | 6% | ? | 2% | i | -1% | 0.0% | -1.7% | 0% | 1% | -2%
CC[C@@]12CCCN3CCc4c(n(c5ccccc45)C(=O)C1)[C@H]32 | 8.3e-08M*! | 3%[17.1 µM] | 1.2e-08M*! | 6%[9.22 µM] | 6.9e-08M*! | -2%[11.5 µM] | -0.1%[15.4 µM] | -0.9%[15.4 µM] | 2%[9.17 µM] | 0%[11.5 µM] | ?
COc1ccc(CN/C(C)=C(/C#N)C(N)=O)cc1OC | 1.3e-08M* | 2% | ? | -2% | 1.7e-08M* | -1% | 2.7% | -1.2% | nt | -2% | -2%
CCn1c(=O)c(C(=O)NCCc2ccccc2)c(O)c2ccccc21 | i | -12% | ? | 0% | i | -1% | 0.9% | 1.0% | -3% | -3% | 6%
Cc1cc(NC(=O)CSc2nc(-c3ccc(F)cc3)cs2)no1 | i | 11% | i | -4% | i | 0% | -1.0% | -1.4% | -3% | 2% | 22%
COc1ccccc1-c1ccc(=O)n(CC(=O)Nc2ccc(C(=O)N3CCCC3)cc2)n1 | i | 100%[activator] | i | -2% | i | 0% | -2.4% | -1.2% | -2% | -1% | -1%
CCOC(=O)c1csc(NC(=O)c2ccc(S(=O)(=O)N3CCCC3)cc2)n1 | i | -1% | i | -1% | i | 1% | -2.7% | 0.4% | 15% | -2% | -2%
CC(C)[C@H](NC(=O)OC(C)(C)C)c1nnc(SCc2cccc(F)c2)o1 | i | 4% | i | -2% | i | -1% | 0.5% | -0.5% | 5% | -2% | ?
COc1ccc(NC(=O)NCCN2CCN(c3cccc(Cl)c3)CC2)cc1 | nt | nt | nt | nt | nt | -1% | -2.4% | 0.4% | -3% | -1% | 2%[11.4 µM]
O=C(NCC1CCCO1)c1ccccc1-c1nc(-c2ccc(F)cc2)no1 (stereo not drawn) | i | -3% | i | 6% | ? | -1% | -0.5% | -0.3% | -11% | -1% | 4%
CCC(NC(=O)Cn1cnc2c(=O)n(C)c(=O)n(C)c21)c1ccccc1 (stereo not drawn) | i | 4% | ? | 2% | ? | 0% | -0.8% | 1.4% | 2% | 1% | -2%
COc1cc(OC)cc(-c2nc(-c3ccccc3OC)no2)c1 | i | 0% | i | 3% | i | -10% | -2.5% | -2.5% | 24% | -11% | ?
CN(Cc1ccccc1)Cn1ccnc1 | i | nt | i | 0%[9.22 µM] | i | -6%[11.5 µM] | 1.1%[15.4 µM] | -0.9%[15.4 µM] | -3%[9.17 µM] | 2%[11.5 µM] | 15%[11.4 µM]
COC(=O)C(C#N)C(c1cccnc1)c1c(C)[nH][nH]c1=O (stereo not drawn) | i | -7% | ? | 0% | i | 3% | -2.3% | 0.1% | 7% | 1% | 17%
CC(=O)OC1CC2C(C)(C)C(O)CC[C@@]2(C)C2CC[C@@]3(C)C(c4ccoc4)OC(=O)C4OC43[C@]12C (stereo partly drawn) | nt | 60%[activator] | nt | nt | nt | -2% | -2.5% | -0.7% | nt | -3% | nt
O=C(Oc1ccccc1C(=O)N1CCOCC1)c1ccc(Br)cc1 | nt | 4% | nt | 0% | nt | 0% | -2.0% | -0.2% | 17% | -1% | 12%
CC12CN3CC(C)(CN(C1)C3c1ccc(Cl)cc1Cl)C2=O (stereo not drawn) | nt | nt | nt | nt | nt | -1% | -0.5% | -0.5% | 9% | 2% | 7%
CCc1nc(N)c(C#N)c(-c2ccco2)c1C | nt | 2% | nt | -2% | nt | -4% | -1.3% | 1.0% | 20% | -4% | 23%
CCCC(=O)Nc1ccc(N2CCCCC2)cc1 | nt | 0% | nt | 0% | nt | -1% | -1.9% | -2.2% | 11% | -1% | -1%
CCOC(=O)c1ccc(NC(=O)c2c(O)c3ccccc3n(C)c2=O)cc1 | ? | -6% | ? | -2% | ? | -1% | -1.1% | -1.1% | -1% | 1% | 2%
C/C=C(\C)c1nnc(NC(=O)OCC)s1 | i | -9% | i | 3% | i | 1% | 1.3% | 0.7% | 0% | 1% | 9%
Cc1cc(C)cc(C(=O)N2CCC(C(N)=O)CC2)c1 | i | 5% | i | 8% | i | 0% | -0.8% | -1.3% | 2% | 0% | 7%
CCSc1nc(=S)n(CC)c(C)c1C(C)=O | i | 8% | ? | -1% | i | -1% | 0.2% | 0.6% | 10% | 0% | -1%
CC1(C)CC[C@]2(C(=O)O)C(O)C[C@@]3(C)C(=CCC4[C@@]5(C)CCC(O)C(C)(C)C5CC[C@@]43C)C2C1 (stereo partly drawn) | nt | 2% | nt | nt | nt | -6% | -3.1% | 0.6% | nt | -2% | nt

3 structures out of the list, ordered by count of non-hydrogen atoms, highest first:
SMILES | 4MU fluor | USP2a inhib | Fluorescein fluor | Epigenetic mod | A350 autofl | Casp1 inh | BRCT inh green | BRCT PPI red | UbGFP stabilizer | Casp7 inh | HEK293 cAMP cs
CC(=O)OC1CC2C(C)(C)C(O)CC[C@@]2(C)C2CC[C@@]3(C)C(c4ccoc4)OC(=O)C4OC43[C@]12C (stereo partly drawn) | nt | 60%[activator] | nt | nt | nt | -2% | -2.5% | -0.7% | nt | -3% | nt
O=C(Oc1ccccc1C(=O)N1CCOCC1)c1ccc(Br)cc1 | nt | 4% | nt | 0% | nt | 0% | -2.0% | -0.2% | 17% | -1% | 12%
CN(Cc1ccccc1)Cn1ccnc1 | i | nt | i | 0%[9.22 µM] | i | -6%[11.5 µM] | 1.1%[15.4 µM] | -0.9%[15.4 µM] | -3%[9.17 µM] | 2%[11.5 µM] | 15%[11.4 µM]

A run of entries of the results above, for reference:
SMILES | 4MU fluor | USP2a inhib | Fluorescein fluor | Epigenetic mod | A350 autofl | Casp1 inh | BRCT inh green | BRCT PPI red | UbGFP stabilizer | Casp7 inh | HEK293 cAMP cs
CCCC(=O)Nc1ccc(N2CCCCC2)cc1 | nt | 0% | nt | 0% | nt | -1% | -1.9% | -2.2% | 11% | -1% | -1%
CCOC(=O)c1ccc(NC(=O)c2c(O)c3ccccc3n(C)c2=O)cc1 | ? | -6% | ? | -2% | ? | -1% | -1.1% | -1.1% | -1% | 1% | 2%
C/C=C(\C)c1nnc(NC(=O)OCC)s1 | i | -9% | i | 3% | i | 1% | 1.3% | 0.7% | 0% | 1% | 9%
Cc1cc(C)cc(C(=O)N2CCC(C(N)=O)CC2)c1 | i | 5% | i | 8% | i | 0% | -0.8% | -1.3% | 2% | 0% | 7%

Assay outcomes (PubChem BioAssay)
